# Screening data deposited in PubChem by National Center for Advancing Translational Sciences (NCATS).
# MmCpn inh: M. maripaludis TRiC chaperonin inhibition. purified Mm-Cpn ATPase, ADP Transcreener TR-FRET. Potency, µM (doses to about 76.9 µM), for inactives: at the highest dose activity, negative = inhibition, hits mostly inhibitors. 330,000 tested, 0.031% active; note: potency is the fitted concentration of half-maximal effect; % is set by controls: 0 for no effect and ±100 for the full control effect; nearly all actives have a fitted effect of over 80% in size
#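 Inhibition of chaperonin ATP hydrolysis is measured as reduced ADP production, detected by competitive TR-FRET in which signal falls with ADP. Final enzyme 25 nM and ATP 10 uM, reacted 30 min at 37°C.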
# Abeta yeast res: compounds reversing amyloid beta toxicity in yeast | 410,000 tested, 0.063% active | Potency, µM (titrated, usually from 46.1 µM), inactives show at the highest dose growth rescue, usual class: activators | AID 1347071 | yeast expressing A-beta42, growth rescue, OD600, 48 h; response scale: 0% DMSO, 100% iron-clioquinol control; note: potency is the fitted concentration of half-maximal effect; nearly all actives have a fitted effect of over 55% in size
#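 Growth rescue measured by 600 nm absorbance after 48 h yeast culture at 30 C with compound. Values normalized between DMSO and an equimolar ferric chloride plus clioquinol control.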
# Nrf2 inh: inhibitors of Nrf2 signaling. A549 ARE-Fluc reporter, luciferase luminescence, 18-24 h. Potency, µM (top dose mostly 46 µM), for inactives: at the top dose activity change, negative = inhibition, most hits filed as inhibitors. 360,000 tested, 2.1% active; note: potency is the fitted concentration of half-maximal effect; % is set by controls: 0 for no effect and ±100 for the full control effect; nearly all actives have a fitted effect of over 60% in size
#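 Reporter: ARE-Fluc in A549. Exposure: 18-24 h, 37 °C, 5% CO2, 5% FBS OPTI-MEM. Readouts: fluorescent cytotoxicity (CellTiter-Fluor), then luminescent Nrf2 signal after BugLite.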
# Akt phos inh: blocks phosphorylation of Akt. activity change, % for hits at 50 µM. Neuro2A IGF-stimulated pAkt S473 HTRF, 20 min; hits give low values. 360,000 tested, 0.32% active; in the data active = activity change below about -80%; inconclusive = mostly about -51% to -80%; note: % is set by controls: 0 for no effect and ±100 for the full control effect
#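 Single-point screen (50 µM final compound) in Neuro2A cells stimulated 20 min with 6 nM IGF at 37 deg C. After lysis, Ser473-phosphorylated Akt read by HTRF (ex 330 nm, em 615/665 nm) as the 665/615 ratio.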
# TGFb inhibitor: blocks TGF-b signaling; Potency, µM (titrated, usually from 46.1 µM), without a hit: top-dose activity, negative = inhibition, most hits filed as inhibitors; AID 588855; 410,000 tested, 1.2% active; HepG2 CAGA-GFP TGF-b/SMAD3 reporter, GFP fluorescence, 18 h; TGF-beta stimulated, 500 pg/mL final; note: potency is the fitted concentration of half-maximal effect; % is set by controls: 0 for no effect and ±100 for the full control effect; nearly all actives have a fitted effect of over 65% in size
#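 Inhibition of TGF-beta-driven CAGA-GFP reporter expression in HEPG2 cells is measured by cellular GFP fluorescence after 18 h stimulation with 500 pg/mL recombinant TGF-beta in 1% FBS medium at 37 degrees C.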
# HepG2 viability: HepG2 cytotoxicity, counter-screen for TGF-b inhibitors | Potency, µM (highest dose often 46.1 µM), inactives show top-dose activity change, negative = cytotoxicity, most hits filed as cytotoxic | 410,000 tested, 0.76% active | HepG2 CAGA-GFP viability, ATP luminescence, 18 h; note: potency is the fitted concentration of half-maximal effect; some results filed as inactive show a strong effect at the top dose
#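 CellTiter-Glo luminescence gave cytotoxicity after 18 hours at 37 degrees C. The cells were HepG2 CAGA-GFP in 1% FBS DMEM, stimulated with 500 pg/mL TGF-beta after compound addition. %Activity was normalised to no-cell wells (complete cell-killing) and DMSO (no toxicity), and curves were fitted and classified.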
# Nrf2 ARE act: activates Nrf2 signaling; AREc32 ARE-luciferase reporter (MCF7-derived line), luminescence, 24 h; Potency, µM (series often up to 46.1 µM), inactives show at the top dose activation, usual class: activators; 410,000 tested, 0.31% active; AID 624171; note: potency is the fitted concentration of half-maximal effect; % of control where 0% means no effect; nearly all actives have a fitted effect of over 65% in size
#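 Luciferase luminescence (Steady-Glo, 30 min at room temperature) served as the read-out of ARE activation in AREc32 cells treated with compounds for 24 hr at 37 deg C.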
# A549 viability: A549 cytotoxicity, counter-screen for Nrf2 inhibitors; A549 ARE-Fluc cells, CellTiter-Fluor viability, 18-24 h; Potency, µM (series often up to 46 µM), for the others: at the top dose activity change, negative = cytotoxicity, actives largely listed as inhibitors; 390,000 tested, 0.16% active; AID 504648; note: potency is the fitted concentration of half-maximal effect; % is set by controls: 0 for no effect and ±100 for the full control effect
#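 Cytotoxicity counterscreen: CellTiter-Fluor fluorescence was measured in A549 ARE_Fluc cells after 18-24 h of compound exposure in a concentration series. The subsequent BugLite luminescent read reports ARE-luciferase activity.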
# CCT modulator: modulators of cytosolic chaperonin (CCT/TRiC) activity. purified chaperonin ATPase assay, HTRF ADP detection, 30 min. activity change, % (concentration not given with the values), hits read low. 360,000 tested, 0.3% active. AID 651819; in the data active = activity change below about -30%; note: % is set by controls: 0 for no effect and ±100 for the full control effect
#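 TRiC at 40 or 20 nM final (batch-dependent) in 30 mM Tris pH 7.4, 100 mM KCl, 5 mM MgCl2, 1 mM DTT, with compound at single 76 uM and 10 uM ATP, 30 min at 37 deg C. ADP detected by HTRF Transcreener, 665/615 ratio.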
# Starred values were filed as active, the others as inactive; i = inactive; ? = inconclusive; nt = no result given; & = joins results of further samples; [ ] = dose if it differs, or a comment. Unless noted, calls come from the whole dose curve; as a rule, active = well fitted curve in the direction sought with a large enough effect; inconclusive = small, poorly fitted or top-dose-only effect, or another doubt; inactive = no such curve, though single readings can be large; an effect the other way counts as inactive or inconclusive.
smiles	MmCpn inh	Abeta yeast res	Nrf2 inh	Akt phos inh	TGFb inhibitor	HepG2 viability	Nrf2 ARE act	A549 viability	CCT modulator
Cc1nnc(SCC(=O)N/N=C/c2ccc(-c3ccc(C)c(Cl)c3)o2)s1	-1%	-3%	?	i	0%	4%	3.9%	?	0.2
COc1ccc(S(=O)(=O)Nc2ccc(S(=O)(=O)N3CCCCC3)cc2)cc1C	-3%	2%	nt	i	-15%	-14%	-0.5%	-3%	-3.8
CCOC(=O)c1c(C)[nH]c(C(=O)OCC(=O)N2CCN(S(=O)(=O)c3ccccc3)CC2)c1C	-2%	4%	?	i	-15%	-20%	0.1%	10%	-1.6
Cc1cc(F)ccc1NC(=O)CCc1c(C)nn(-c2ccc(N3CCCCC3)nn2)c1C	1%	25%	?	i	-25%	5%	-0.9%	4%	-0.7
CCOC(=O)c1oc2ccccc2c1COC(=O)CNC(=O)c1ccc(C)cc1	-6%	-8%	5%	i	-7%	-4%	-0.5%	0%	-0.5
COc1ccc(C2/C(=C(/O)c3ccccc3)C(=O)C(=O)N2c2ccccn2)cc1 (centres undefined)	-4%	-1%	?	i	6%	5%	0.7%	-3%	1.6
COc1ccc(CNC(=O)c2cc3cc(OC)ccc3oc2=O)cc1	2%	2%&4%	1%&-11%	i	4%&-7%	13%&-14%	0.2%&-1.0%	-7%&-2%	-25
CC(C)n1c(N2CCN(CC(=O)NCc3cccs3)CC2)nc2ccccc21	1%	6%	0%	i	2%	1%	-0.5%	2%	-1.5
CCN(CC)c1ccc(NC(=O)CSc2nc3ccccc3c(=O)n2-c2cc(S(=O)(=O)N(C)C)ccc2C)cc1	0%	10%	-16%	i	-5%	10%	2.7%	-3%	-2.6
CCC(C)(C)NC(=O)CN(C(=O)CCC(=O)Nc1nccs1)c1ccc(C)cc1	-13%	8%	8%	i	20%	-2%	-0.1%	-2%	0.5
O=C(CSc1nc2ccccc2c(=O)n1CC1CCCO1)NCC1CCCO1 (centres undefined)	1%	16%	-12%	i	0%	-2%	-0.7%	-5%	-0.5
Clc1cccc2sc(N3CCCCC3)nc12	-3%	-15%	?	i	3%	2%	0.1%	-6%	2.2
COc1ccc(S(=O)(=O)N2CCOCC2)cc1NC(=O)c1c(-c2ccccc2)noc1C	1%	-4%	-4%	i	-21%	-15%	-0.6%	2%	-0.9
CC(C)CC(=O)NC(=S)Nc1ccccn1	0%	0%	21%	i	-1%	5%	2.8%	-1%	-0.7
COc1ccc(NC(=O)/C=C/c2ccc(Br)o2)cn1	-1%	-7%	-8%	i	-8%	11%	4.1%	0%	0.6
O=C(c1cccnc1)N1CCC(Oc2ccc(C(=O)N3CCCC(O)C3)cc2)CC1 (centres undefined)	-1%	-7%	9%	i	-15%	-11%	-0.4%	2%	-3.0
Cc1ccc(C(=O)C(=S)N2CCOCC2)cc1	-2%	-4%	6%	i	?	-1%	0.0%	10%	-1.7
COc1ccc(C(=O)Nn2c(C)nc3ccccc3c2=O)cc1	-2%	-10%	-2%	i	-8%	1%	-0.7%	-8%	-1.3
COc1ccc(-n2cc3ccc([N+](=O)[O-])cc3n2)cc1	-3%	0%	?	i	-20%	-20%	?	1%	1.6
O=C(Nc1ccc(Cl)cc1)C(NS(=O)(=O)c1cccs1)c1ccccc1 (centres undefined)	nt	0%	-14%	nt	?	-34%	0.3%	-6%	nt
CCN1CCN(C(c2ccc(C)cc2)c2c(O)cc(C)n(Cc3ccco3)c2=O)CC1 (centres undefined)	nt	9%	nt	nt	10%	-1%	-0.5%	-6%	nt
CCOc1ccccc1CNC(=O)c1ccc(Cn2c(=O)c3cccn3c3cccnc32)cc1	nt	-10%	0%	nt	-8%	-23%	-0.3%	5%	nt
CCN(CC)CCN1c2ccccc2Sc2ccccc21	-1%	7%	4%	i	-7%	-9%	0.3%	-5%	-2.3
CC(=O)Oc1cccc(N2C(=O)C3CC=CCC3C2=O)c1 (centres undefined)	-1%	-8%	6%	i	0%	2%	-0.6%	-2%	0.3
COc1cc(C2C(C(=O)/C=C/c3ccccc3)=C(O)C(=O)N2c2ccccn2)ccc1O (centres undefined)	0%	-27%	-11%	i	-1%	6%	?	?	0.3
COc1ccc(CCNC(=O)CSc2nc3ccccc3nc2Cc2ccc(C)cc2)cc1OC	nt	-2%	-10%[9.27 µM]	nt	9%	-4%	-0.1%	-13%	nt
Cc1ccc(-n2c(C)cc(/C=N\NC(=O)CC(=O)NC(C)C)c2C)cc1	0%	3%	?	i	0%	-28%	5.4%	-8%	1.3
Cc1cc(C(=O)Nc2ccccc2C(=O)O)ccc1NC(=O)COc1cccc(C)c1C	1%	-1%	0%	i	-4%	-15%	-1.5%	3%	-2.2
CN1C(=O)C2(OCC(CO)([N+](=O)[O-])CO2)c2ccccc21 (centres undefined)	1%	-10%	6%	i	-6%	-30%	19%	8%	-1.3
O=C(O)C1CCN(c2ccc(Cl)nn2)CC1	0%	1%	8%	i	0%	-14%	0.3%	3%	-3.5

# Of the compounds above, these have a nitro group on carbon:
smiles	MmCpn inh	Abeta yeast res	Nrf2 inh	Akt phos inh	TGFb inhibitor	HepG2 viability	Nrf2 ARE act	A549 viability	CCT modulator
COc1ccc(-n2cc3ccc([N+](=O)[O-])cc3n2)cc1	-3%	0%	?	i	-20%	-20%	?	1%	1.6
CN1C(=O)C2(OCC(CO)([N+](=O)[O-])CO2)c2ccccc21 (centres undefined)	1%	-10%	6%	i	-6%	-30%	19%	8%	-1.3

# Next section.
smiles	MmCpn inh	Abeta yeast res	Nrf2 inh	Akt phos inh	TGFb inhibitor	HepG2 viability	Nrf2 ARE act	A549 viability	CCT modulator
CC(C)NC(=O)CSc1nc2ccccc2c(=O)n1Cc1ccc(C(=O)NC(C)C)cc1	nt	-12%	nt	nt	-1%	-10%	0.5%	0%	nt
CCn1c(SCC(=O)Nc2ccccc2C(=O)OC)nnc1-c1ccc(N)cc1	1%	4%	-10%	i	-7%	0%	-0.9%	-2%	-1.1
Cc1ccc(CSc2nc3c(c(N(C)C)n2)CCCC3)cc1	-1%	-12%	?	i	?	-6%	-0.4%	0%	-4.6
CCOc1cccc(CN2CCCC(C(=O)c3cccc(C(F)(F)F)c3)C2)c1O (centres undefined)	3%	2%	3%	i	7%	-1%	-0.8%	6%	-5.5
O=C(c1cnn2c(C(F)F)cc(-c3ccccc3)nc12)N1CCN(Cc2ccc3c(c2)OCO3)CC1	-2%	-1%	-16%	i	?	0%	6.0%	-19%	-1.7
COc1ccc(NC(=O)CSCC(=O)NCc2cccc(C(F)(F)F)c2)cc1	1%	21%	4%	i	-7%	1%	-0.4%	7%	0.8
c1cncc(-c2cnc3ccccc3c2)c1	-1%	4%	4%	i	2%	1%	0.5%	-3%	-1.1
CCN1CCN(C(c2cccnc2)c2cc(Cl)c3cccnc3c2O)CC1 (centres undefined)	0%	?	-9%	i	?	-42%	8.2%	-24%	-1.5
CC(C)(C)C(=O)N1CCN(c2ccc(Cl)cc2[N+](=O)[O-])CC1	0%	-19%	?	i	-21%	4%	0.0%	1%	0.3
CCn1c(C)c(C(C)=O)c(N2CCC(C(N)=O)CC2)nc1=S	nt	-11%	11%	i	-28%	-17%	0.2%	6%	1.5
Cc1occc1C(=O)N/N=C/C=C/c1ccccc1	-5%	3%	4%	i	0%	-7%	-4.6%	10%	-4.7
O=C(O)c1ccccc1NC(c1ccccc1)c1ccc(Cl)cc1 (centres undefined)	-2%	-1%	9%	i	-16%	-7%	-1.0%	0%	-0.6
COc1ccccc1Cn1cc(C(=O)c2ccc(C)cc2)c(=O)c2cc3c(cc21)OCCO3	nt	-23%	-27%	nt	13%	0%	-0.6%	?	nt
O=C(CSc1cccc(C(F)(F)F)c1)Nc1nnc(C2CC2)s1	-4%	0%	8%	i	5%	6%	-0.4%	0%	-12
Cc1ccc(NC(=O)c2ccc(Cl)nc2)cc1	-1%	-17%	?	i	19%	5%	9.4%	0%	0.0
Cc1cc(-c2nnc(SCCC(=O)Nc3ccccc3)o2)no1	0%	12%	?	i	-19%	0%	-0.9%	-15%	-2.3
COc1ccc(OC)c(/C=N/NC(=O)C(=O)N2CCCCCC2)c1	-1%	-9%	-7%	i	-9%	1%	2.8%	-1%	-1.4
ON1C2CCCCC2N(O)C1c1ccccc1C(F)(F)F (centres undefined)	0%	-8%	7%	i	13%	4%	-0.4%	-2%	-0.6
COc1cccc(C(=O)N2CCN(C(=O)C3COc4ccccc4O3)CC2)c1 (centres undefined)	-2%	21%	-3%	i	-4%	-2%	-0.8%	0%	-2.9
CC(C)(C)[C@H]1C=C(C(=O)NCc2nc3ccccc3[nH]2)O[C@@H](OCCCCO)C1	nt	7%	5%	i	-42%	0%	-0.4%	1%	-0.5
O=C(NCc1cccnc1)Nc1ccc(Cl)cc1Cl	-1%	6%	-20%	i	-2%	-1%	2.2%	-4%	-1.3
COc1ccccc1-c1cnc(C(O)c2ccc(C)cc2)[nH]1 (centres undefined)	nt	-9%	nt	i	30%	-4%	6.6%	nt	0.7
CCOc1ccc2nc(N3CCCC(C(=O)NCCCN4C(C)CCCC4C)C3)sc2c1 (centres undefined)	-1%	?	?	i	-3%	-30%	2.1%	0%	-2.2
